# Source: PubChem BioAssay (National Center for Advancing Translational Sciences (NCATS))
# EPAC1 agonist – qHTS for Agonist of cAMP-regulated guanine nucleotide exchange factor 3 (EPAC1): primary screen | Rap guanine nucleotide exchange factor 3 (Homo sapiens), O95398 | actives 0.073% (n = 360,000) | AID 720707, 2013 | EPAC1 agonist qHTS, biochemical assay; response scale: 100% = response to 6.5 mM cAMP | Potency, µM (top dose mostly 154 µM), inactives show at the top dose activation, most hits filed as activators; note: potency is the fitted concentration of half-maximal effect; nearly all actives have a fitted effect of over 60% in size
#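 Normalized to 6.5 mM cAMP, activity reflects EPAC1-catalysed release of BODIPY-GDP from Rap1B, followed kinetically over 30 min at 480 nm excitation, 540 nm emission. Reaction contained 100 nM EPAC1, 250 nM Rap1B-BODIPY-GDP, 50 uM GDP.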
# PI5P4K alpha inh – qHTS for Inhibitors of phosphatidylinositol 5-phosphate 4-kinase (PI5P4K). Phosphatidylinositol 5-phosphate 4-kinase type-2 alpha (Homo sapiens), P48426. PI5P4Kalpha enzyme, ADP-Glo luminescence, 60 min; hits give low values. max response, %. actives 1.2% (n = 330,000). AID 652105, 2013; active = max response of -50% or lower; inconclusive = between -30% and -50%; inactive = -30% or higher; note: value at the top dose of about 77 µM; % is set by controls: 0 for no effect and ±100 for the full control effect
# Target sequence (P48426 whole entry, looked up): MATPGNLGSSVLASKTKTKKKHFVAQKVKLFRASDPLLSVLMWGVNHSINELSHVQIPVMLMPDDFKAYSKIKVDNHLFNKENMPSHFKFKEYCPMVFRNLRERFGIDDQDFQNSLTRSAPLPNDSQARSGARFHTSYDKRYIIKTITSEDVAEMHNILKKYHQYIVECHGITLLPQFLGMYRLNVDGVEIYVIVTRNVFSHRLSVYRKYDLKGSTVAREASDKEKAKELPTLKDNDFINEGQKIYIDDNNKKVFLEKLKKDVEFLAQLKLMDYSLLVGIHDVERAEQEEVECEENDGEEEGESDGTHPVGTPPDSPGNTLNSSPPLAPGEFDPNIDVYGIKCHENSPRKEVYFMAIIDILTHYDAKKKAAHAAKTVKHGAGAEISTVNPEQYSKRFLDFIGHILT
#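 Enzyme plus substrate dispensed, test compounds pinned in, then ATP (5 microM final) added. After 60 min at RT, ADP-Glo reagent 1 for 45 min and reagent 2 for 30 min preceded luminescence imaging.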
# Abeta rescue – qHTS for compounds that reverse cellular toxicity of Amyloid beta (A-beta) peptide in yeast: Primary Screen | yeast expressing A-beta42, growth rescue, OD600, 48 h; response scale: 0% DMSO, 100% iron-clioquinol control | Potency, µM (titrated, usually from 46.1 µM), for inactives: top-dose growth rescue, hits mostly activators | actives 0.063% (n = 410,000); note: potency is the fitted concentration of half-maximal effect; nearly all actives have a fitted effect of over 55% in size
#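 Growth rescue measured by 600 nm absorbance after 48 h yeast culture at 30 C with compound. Values normalized between DMSO and an equimolar ferric chloride plus clioquinol control.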
# aSyn yeast inh – qHTS of alpha-syn Inhibitors | Yeast expressing alpha-synuclein, growth rescue, BacTiter-Glo, 24 h | Potency, µM (doses to about 46.1 µM), for the others: at the top dose growth rescue (activation), actives largely listed as activators | actives 0.14% (n = 370,000) | AID 652106, 2013; note: potency is the fitted concentration of half-maximal effect; % of control where 0% means no effect; nearly all actives have a fitted effect of over 65% in size
#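 Galactose-induced alpha-syn yeast (OD600=0.02, raffinose-pregrown) + pinned cpd, 24 hr, 30 deg C; growth by BacTiter-Glo luminescence. Growth restoration scores as activation.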
# FUS suppressor – qHTS for Suppressors of FUS Proteinopathy: Primary screen using FUS-linked yeast assay. actives 0.24% (n = 390,000). S. cerevisiae FUS-expressing, growth rescue, OD600, 24 h. Potency, µM (top dose mostly 76.6 µM), for inactives: at the top dose growth rescue (activation), usual class: activators;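 note: potency is the fitted concentration of half-maximal effect; plate controls were DMSO vehicle for no effect and reference control for full effect; nearly all actives have a fitted effect of over 55% in size; some results filed as inactive show a strong effect at the top dose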
#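 Restored growth of FUS-toxic S. cerevisiae, read as 600 nm absorbance after 24 h at 30C in galactose medium (starting OD 0.005). Controls CP55940 and DMSO.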
# WRN inhibitor – qHTS for Inhibitors of WRN Helicase. Potency, µM (series often up to 114 µM), for the others: top-dose activity change, negative = inhibition, usual class: inhibitors. WRN helicase unwinding, fluorescent forked duplex, kinetic. Bifunctional 3'-5' exonuclease/ATP-dependent helicase WRN (Homo sapiens), Q14191. actives 0.46% (n = 360,000); note: potency is the fitted concentration of half-maximal effect; % is set by controls: 0 for no effect and ±100 for the full control effect; nearly all actives have a fitted effect of over 55% in size
#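 Fluorescence dequenching readout, ex 525 nm/em 598 nm, kinetic mode: forked duplex DNA (100 nM final) with adjacent fluorophore and quencher unwound by WRN (20 nM final) with 2 mM ATP. Compound preincubation 15 min, room temperature.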
# EPAC1 antagonist – qHTS for Antagonist of cAMP-regulated guanine nucleotide exchange factor 3 (EPAC1): primary screen | EPAC1 GEF assay, Rap1b-BODIPY-GDP exchange fluorescence | Potency, µM (highest dose often 115 µM), inactives show top-dose activity change, negative = inhibition, usual class: inhibitors | actives 0.14% (n = 360,000);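 note: potency is the fitted concentration of half-maximal effect; plate controls were vehicle for no effect and positive control for full effect; nearly all actives have a fitted effect of over 50% in size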
# IL-2 act – qHTS of IL-2 Activators | IL-2 activation reporter assay, cell-based qHTS; stimulated with anti-CD3/CD4/CD28 beads; in transgenic mouse T cells | activation, % (series mostly up to about 46 µM) | actives 0.065% (n = 360,000) | AID 652025, 2013; in the data active = activation above about 50%; inconclusive = mostly about 30% to 49%; note: 0% is about no effect
#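 Unstimulated transgenic mouse T cells, 750 per well, received compound and, after 60 minutes, anti-CD3/anti-CD4 bead plus anti-CD28 stimulation. EGFP and DsRed were quantified after 18 hours.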
# PLK1 PBD inh – qHTS for Inhibitors of PLK1-PDB (polo-like kinase 1 - polo-box domain): Primary Screen. actives 2.8% (n = 360,000). Potency, µM, for the others: max response, negative = inhibition, actives largely listed as inhibitors. Plk1 PBD binding of FITC phosphopeptide, fluorescence polarization. Serine/threonine-protein kinase PLK1 (Homo sapiens), P53350; note: potency is the fitted concentration of half-maximal effect; series mostly up to about 57 µM; % is set by controls: 0 for no effect and ±100 for the full control effect; nearly all actives have a fitted effect of over 65% in size
# Target sequence (P53350 whole entry, looked up, the tested form may be a part): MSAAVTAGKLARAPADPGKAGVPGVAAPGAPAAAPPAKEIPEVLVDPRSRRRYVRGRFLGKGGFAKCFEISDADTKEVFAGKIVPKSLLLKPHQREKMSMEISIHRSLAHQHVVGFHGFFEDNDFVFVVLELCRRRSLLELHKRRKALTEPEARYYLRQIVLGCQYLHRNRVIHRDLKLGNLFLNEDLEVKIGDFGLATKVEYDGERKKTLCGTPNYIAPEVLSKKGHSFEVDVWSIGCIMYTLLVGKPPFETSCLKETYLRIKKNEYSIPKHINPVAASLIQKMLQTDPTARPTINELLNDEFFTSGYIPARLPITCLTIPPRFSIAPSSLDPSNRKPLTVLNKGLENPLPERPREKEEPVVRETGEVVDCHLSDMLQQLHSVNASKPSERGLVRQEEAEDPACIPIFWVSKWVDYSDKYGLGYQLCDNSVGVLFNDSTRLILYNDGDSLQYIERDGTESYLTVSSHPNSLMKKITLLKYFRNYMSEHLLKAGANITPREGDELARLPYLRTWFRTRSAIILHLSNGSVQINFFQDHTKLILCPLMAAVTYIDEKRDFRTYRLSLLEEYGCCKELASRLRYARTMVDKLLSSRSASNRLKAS
# * hit, by the source's call; ? = inconclusive; · = not tested or not shown; & = joins results of further samples; [ ] = remark or other dose. Unless noted, calls come from the whole dose curve; as a rule, active = well fitted curve in the direction sought with a large enough effect; inconclusive = small, poorly fitted or top-dose-only effect, or another doubt; inactive = no such curve, though single readings can be large; an effect the other way counts as inactive or inconclusive. Compounds were not picked by outcome. Share with any hit: about 4.1%.
# Sequence of screens: EPAC1 agonist	PI5P4K alpha inh	Abeta rescue	aSyn yeast inh	FUS suppressor	WRN inhibitor	EPAC1 antagonist	IL-2 act	PLK1 PBD inh
> Cc1ccc(S(=O)(=O)/N=C2/NC(=O)/C(=C/c3ccccc3)S2)cc1
 : -1.7%	-5.1	-68.0%[inhibitor]	5.6%	-2.9%	-8.9%[11.6 µM]	?	0.2	?
> O=C(COC(=O)[C@@H]1CCCN1S(=O)(=O)c1ccccc1F)c1ccccc1
 : 4.5%	-0.2	10.1%	0.1%	14.6%	-0.7%[57.1 µM]	?	-0.7	6.8%
> CC[C@]1(C(=O)OC)[C@H]2C(=O)N(C)C(=O)[C@H]2[C@H]2CN(C)C(=NC3CCCCC3)N21
 : -7.0%	-0.3	-3.8%	-1.6%	-17.0%	-1.7%	-8.9%	-0.1	-7.0%
> C[C@@H]1CN([C@@H](C)CO)S(=O)(=O)c2ccc(Br)cc2O[C@H]1CN(C)C(=O)c1ccncc1
 : 2.9%	5.9	-10.6%	0.6%	-15.6%	4.9%	11.8%	-2.3	4.3%
> O=C(Nc1nnc(CCS(=O)(=O)c2ccc3ccccc3c2)s1)c1ccc([N+](=O)[O-])cc1
 : -10.6%	-5.0	4.9%	0.4%	-19.2%	-1.6%	1.3%	0.6	-1.2%
> CC1(C(=O)Nc2ccc3c(c2)OCO3)CCN1C(=O)Cc1cccc2ccccc12 (configuration not stated)
 : 9.6%	8.4	28.9%	16.7%	44.7%	-3.9%	-1.7%	3.2	0.3%
> CCOc1ncccc1C(=O)Nc1ccc2c(c1)OCCO2
 : -1.4%	1.6	-9.5%	2.4%	-0.9%	3.5%	-3.4%	-0.5	3.1%
> CCOc1cc(N2CCOCC2)c(OCC)cc1NC(=O)COc1cccc(CC)c1
 : -9.1%	3.4	-4.5%	3.7%	-2.0%	1.0%	-16.3%	-0.4	-0.3%
> CCOC(=O)c1cnn(-c2nc(CC)nc3sc4c(c23)CCC4)c1N
 : 3.2%	1.3	-12.2%	-1.8%	-4.9%	0.4%	0.6%	0.0	-11.7%
> O=C(CNc1ccc(F)cc1)N/N=C1\CCc2ccccc21
 : -3.6%	-4.9	-6.6%	0.0%	14.0%	-7.1%	9.4%	-0.7	-14.4%
> CCCSc1nnc(CNS(=O)(=O)c2ccc(C)cc2)n1C
 : -11.6%	2.2	-3.2%	0.7%	7.6%	-4.5%	-15.9%	-2.6	-2.0%
> Cc1c(NC(=O)COc2ccc(C(C)C)cc2)c(=O)n(-c2ccccc2)n1C
 : 0.5%	-1.9	-4.4%	-2.5%	·	-8.8%	2.6%	-3.1	-5.1%
> Cn1nc(C(C)(C)C)cc1C(=O)N1CCCCC1c1cc(C(=O)NCc2ccccc2)no1 (configuration not stated)
 : -7.5%	10.7	-11.5%	0.8%	25.5%	-1.1%[57.1 µM]	-0.9%	-0.9	-5.8%
> O=C(CSc1n[nH]c(-c2cccs2)n1)NCCc1ccccc1
 : -4.5%	0.5	0.8%	-3.3%	?	-4.0%	2.2%	-3.4	-1.9%
> COc1ccc(CCNC(=O)C2CCN(C(=O)NC3CCCCC3)CC2)cc1
 : -8.4%	1.5	-4.4%	-4.4%	8.6%	2.2%	8.8%	-1.6	-4.9%
> CC(=O)NN1C(=O)/C(=C\c2ccccc2)SC1=S
 : -12.1%	-13.9	0.0%	0.3%	-20.8%	3.6%	-3.7%	1.1	5.2%
> CCSc1nnc(CNC(=O)C23CC4CC(CC(C4)C2)C3)n1C1CCCCC1
 : 5.5%	0.1	-4.7%	1.8%	9.2%	-35.1%[57.1 µM]	-8.7%	5.5	-7.2%
> CC(C)(CNS(=O)(=O)c1ccc(Br)s1)N1CCOCC1
 : -4.0%	0.0	0.5%	2.2%	·	-8.3%	0.4%	-3.0	4.4%
> CC1CCCCN1Cc1cnc(Cl)s1 (configuration not stated)
 : -5.0%	5.1	-6.7%	-0.5%	-30.5%	1.6%	-8.9%	-0.9	-5.7%
> CC(C)c1nc(SCC(=O)N2CCCc3ccccc32)c2c(=O)n(C)c(=O)n(C)c2n1
 : 10.0%	2.5	-10.4%	0.2%	-17.3%	2.9%	?	-3.5	1.6%
> COc1ccc(CCNC(=O)C2CCCN(c3ncccn3)C2)cc1 (configuration not stated)
 : 2.3%	1.2	0.8%	2.9%	11.5%	-3.1%	-9.7%	-0.3	2.4%
> CC1(C)CCC[C@]2(C)C(CS(=O)c3ccccc3)=C(C=O)CC[C@@H]12 (some centres not stated)
 : -0.7%	4.0	-23.2%	-1.4%	20.6%	-6.3%	-1.3%	-0.6	-18.4%
> CCCOc1ccc(C(=O)CCC(=O)NNC(=O)c2ccncc2)cc1
 : 4.5%	5.6	-3.0%	0.9%	3.8%	-26.1%	11.5%	-2.4	-0.9%
> CCOc1cc(C=NN2CCCCCC2)ccc1O
 : 0.0%	-2.3	9.5%	-12.6%	24.9%	-22.0%	-9.7%	-0.5	-1.7%
> Cn1c(=O)c(C(=O)CN2CCCCCC2)c(N)n(Cc2ccccc2)c1=O
 : 2.9%	-11.3	0.0%	0.3%	26.3%	-4.2%	-5.7%	-0.3	-15.0%
> O=C(O)CCC(=O)NCCn1c(-c2ccccc2)csc1=Nc1ccccc1
 : -0.2%&1.5%	-3.7	10.2%&-6.9%	1.7%&0.8%	-3.1%&5.4%	6.1%&-14.4%	5.6%&-3.9%	0.2&1.5	-0.7%&-13.8%
> O=C(CSc1nc2ccccc2c(=O)n1-c1ccc(Cl)cc1)c1ccco1
 : -5.1%	3.2	25.4%	3.0%	-6.1%	6.4%	1.6%	-1.2	-23.0%
> CCn1nnc2cc(C(=O)Nc3cc(S(C)(=O)=O)ccc3Cl)ccc21
 : 8.7%	-1.2	-16.1%	-0.4%	·	-33.3%	-7.4%	4.5	-1.2%
> O=C(NCc1ccccn1)[C@@H]1CCCN1C(=O)[C@@H]1CCCN1C(=O)c1c(F)cccc1F
 : -1.6%	-0.2	-8.9%	-11.0%	-16.9%	1.3%	-19.1%	-0.5	-7.1%
> COc1ccc(NC(=O)Nc2ccc3nc(C)c(C)nc3c2)cc1
 : -6.2%	0.0	-7.8%	3.3%	46.0%	-8.0%	-3.8%	0.5	0.8%
> O=S(=O)(c1ccc(-c2csc(Nc3ccc(Br)cc3)n2)cc1)N1CCCC1
 : 12.2%	15.1	-1.3%	-5.5%	·	2.9%	-9.4%	-0.4	-7.6%
> O=S(=O)(NN=C1CCCCCCC1)c1ccccc1
 : 9.7%	-3.1	6.7%	6.7%	-11.2%	-11.2%	10.2%	0.5	8.6%
> Cc1ccc2nsnc2c1S(=O)(=O)N(CCO)Cc1cc2cc3c(cc2[nH]c1=O)OCCO3
 : 6.9%	·	-4.0%	-0.2%	17.7%	0.7%	-2.2%	0.7	-7.1%
> Fc1ccc(-c2nc3c4ccccc4ccn3c2Cc2ccsc2)cc1
 : 0.2%	-2.9	-13.6%	-0.9%	22.6%	-9.7%	-7.7%	-0.5	0.1%
> O=C(CCn1c(=O)sc2ccccc21)Nc1nccs1
 : 7.2%	0.6	0.6%	0.5%	18.9%	-6.2%	?	1.1	-1.9%
> Cc1ccccc1NC(=O)CC1S/C(=N/c2nccs2)N(C)C1=O (configuration not stated)
 : -2.1%	-1.8	23.1%	4.1%	?	2.1%	-2.7%	-2.0	-0.7%
> O=c1oc2ccccc2c(Nc2cccc3cccnc23)c1[N+](=O)[O-]
 : 11.1%	0.0	-6.1%	1.0%	6.1%	2.7%	5.2%	0.2	-1.6%
> Cc1noc(C)c1C(=O)N1CCC(Cc2ccccc2)CC1
 : 1.3%	·	21.1%	?	17.3%	3.5%	3.3%	-1.7	0.1%
> Cn1c2ccccc2c2cc(C(=O)OCC(=O)N3CC(=O)Nc4ccccc43)sc21
 : -6.6%	-19.3	7.7%	2.2%	?	-17.0%	5.8%	2.2	5.2%
> CC1CCCCC1NC(=O)CN1C(=O)c2cccc(N)c2C1=O (configuration not stated)
 : 8.6%	7.5	4.5%	2.2%	7.1%	-2.2%	5.3%	-1.4	-10.2%
> NC(N)=NS(=O)(=O)c1ccc(NC(=S)NC(=O)c2ccccc2)cc1
 : 8.0%	-5.8	1.3%	7.1%	-21.1%	-0.5%	15.5%	-0.8	-8.3%
> Cc1cc(C)nc(N2CCC(C(=O)NCc3ccccc3)CC2)n1
 : 1.6%	-2.5	6.2%	-3.2%	7.2%	7.3%	-5.1%	-0.2	?
> CC(C)(C)NC(=O)CSc1nnc(-c2ccccc2)c(-c2ccccc2)n1
 : -0.2%	6.1	-4.2%	-1.6%	11.9%	-5.0%	-21.7%	0.4	-14.3%
> CSc1ccccc1NC(=O)c1ccc2c(c1)CCN2S(C)(=O)=O
 : -3.8%	1.5	?	-5.9%	3.2%	2.2%	-13.6%	0.9	-1.4%

# Some values from the list:
# Result for NC(N)=NS(=O)(=O)c1ccc(NC(=S)NC(=O)c2ccccc2)cc1 in FUS suppressor: -21.1%
# Result for CC1CCCCN1Cc1cnc(Cl)s1 (configuration not stated) in aSyn yeast inh: -0.5%
